Screens: PubChem, several laboratories
MEP2-GFP yeast – modulators of TOR pathway MEP2-GFP in S. cerevisiae; GFP response vs DMSO, % at 10 µM; S. cerevisiae MEP2-GFP strain, flow cytometry GFP, 3 h; 100% = DMSO control level; actives 0.51% (n = 330,000);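 active means GFP response versus DMSO above a set limit, roughly screen mean plus 3 SD, cut at about 180% in these data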;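 further: median GFP fluorescence of the barcode-gated MEP2-GFP cells per well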
LAP4-GFP MLPCN – alters LAP4-GFP fluorescence in TOR pathway yeast screen | S. cerevisiae LAP4-GFP multiplex, flow cytometry GFP, 3 h; median GFP as percent of DMSO wells | actives 0.34% (n = 320,000) | GFP response vs DMSO, % at 10 µM;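 active means GFP response vs DMSO above a set limit, about the screen mean plus 3 SD, cut at about 150% in these data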
Yeast superoxide – lowers age-related superoxide in aged yeast cells; S. cerevisiae aged cells, superoxide DHE fluorescence; active compounds read low; superoxide response (% of plate mean), % at 10 µM; AID 2690; actives 0.18% (n = 330,000);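 active means superoxide response under a set limit, about three screen SD below normal, cut at about 65% in these data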;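 further: yeast aged for seven days with compound at 30 °C before DHE staining; 100% = average MFI of all compound-treated wells on the plate with controls excluded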
Efflux pump mplx – inhibitors of Candida antifungal efflux pumps expressed in yeast. S. cerevisiae Candida pump triplex, Nile Red efflux. inhibition, % at 10 µM. actives 0.44% (n = 330,000). AID 485275;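 active means plate passing quality check with inhibition over a set limit, or well fluorescence over plate mean plus 4 SD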;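 further: Nile Red retained in pooled yeast measured as flow cytometry median fluorescence; 0% = buffer negative control and 100% = Enniatin B positive control; higher means more Nile Red kept so more efflux inhibition; some compounds called inactive have numbers as strong as hits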
CIT2 TOR yeast – alters CIT2-GFP fluorescence in TOR pathway yeast screen; actives 0.065% (n = 320,000); S. cerevisiae CIT2-GFP strain, flow cytometry, 3 h; 100 means same as DMSO wells; GFP response vs DMSO, % at 10 µM;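 active means GFP response relative to DMSO above a set limit, near the screen mean plus 3 SD, cut at about 150% in these data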;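 further: ratio of well median GFP fluorescence to mean of DMSO wells on the plate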
AHR act – human AHR activation; P35869; AHR-responsive luciferase reporter cells, luminescence; activation, % at 5 µM; actives 2.5% (n = 320,000); AID 2796; in the data active means activation above about 47%;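 further: 0% = vehicle wells and 100% = reference agonist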
Target sequence (P35869 whole entry, looked up): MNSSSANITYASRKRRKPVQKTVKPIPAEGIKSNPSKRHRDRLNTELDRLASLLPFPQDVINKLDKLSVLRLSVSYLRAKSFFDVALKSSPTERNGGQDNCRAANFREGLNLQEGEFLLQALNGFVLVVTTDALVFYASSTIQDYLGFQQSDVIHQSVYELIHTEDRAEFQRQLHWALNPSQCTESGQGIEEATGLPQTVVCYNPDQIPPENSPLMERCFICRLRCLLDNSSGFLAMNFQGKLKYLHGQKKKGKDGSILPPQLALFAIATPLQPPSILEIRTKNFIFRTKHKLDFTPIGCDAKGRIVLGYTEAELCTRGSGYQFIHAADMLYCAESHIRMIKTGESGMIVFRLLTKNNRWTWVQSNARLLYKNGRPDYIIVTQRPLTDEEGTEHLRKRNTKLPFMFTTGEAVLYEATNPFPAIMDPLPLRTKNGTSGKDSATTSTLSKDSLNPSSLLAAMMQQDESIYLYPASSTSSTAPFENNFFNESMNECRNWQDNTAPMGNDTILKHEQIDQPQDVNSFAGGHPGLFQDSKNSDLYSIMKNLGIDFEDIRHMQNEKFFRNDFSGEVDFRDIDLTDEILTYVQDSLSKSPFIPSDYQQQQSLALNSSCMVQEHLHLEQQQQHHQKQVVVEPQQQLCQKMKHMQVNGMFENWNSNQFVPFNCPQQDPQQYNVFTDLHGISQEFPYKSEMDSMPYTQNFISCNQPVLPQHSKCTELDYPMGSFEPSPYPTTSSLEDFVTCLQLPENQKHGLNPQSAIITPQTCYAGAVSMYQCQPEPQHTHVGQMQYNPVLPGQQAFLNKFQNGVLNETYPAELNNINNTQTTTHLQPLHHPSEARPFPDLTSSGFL
AGP1-GFP MLPCN – yeast TOR pathway AGP1-GFP modulation; S. cerevisiae AGP1-GFP multiplex flow cytometry, 3 h; GFP as percent of DMSO wells; GFP response vs DMSO, % at 10 µM; actives 0.02% (n = 320,000); AID 2066;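 active means GFP response relative to DMSO above a set limit, near screen average plus 3 SD, cut at about 150% in these data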;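 further: median GFP channel fluorescence of the gated AGP1 strain per well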
RPL19A TOR yeast – alters RPL19A-GFP fluorescence in TOR pathway yeast screen; S. cerevisiae RPL19A-GFP strain, flow cytometry, 3 h; active compounds read low; percent response vs DMSO, % at 10 µM; actives 0.3% (n = 330,000);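 active means percent response vs DMSO below 50%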;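 further: median channel GFP fluorescence of the barcoded RPL19A-GFP strain; ratio of sample median GFP to plate DMSO average so 100% = DMSO; lower means less RPL19A-GFP as with rapamycin TOR inhibition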
Numbers without * were called inactive; / = not tested or not shown. Compounds were not picked by outcome. Share with any hit: about 3.9%.

SMILES	MEP2-GFP yeast	LAP4-GFP MLPCN	Yeast superoxide	Efflux pump mplx	CIT2 TOR yeast	AHR act	AGP1-GFP MLPCN	RPL19A TOR yeast
CC(C)CCn1c(=O)c2ccccc2n2c(CN3CCCC3)nnc12	98	108	98	0.0	100	2	98	101
CCN(CC)S(=O)(=O)c1cc(-c2nnc(-c3ccc(Br)cc3)o2)ccc1Br	102	104	114	0.1	87	10	/	104
CCCn1cc(CN2CCC(C(=O)Nc3cccc(-c4cscn4)c3)CC2)c(C)n1	95	92	82	0.1	94	11	97	100
NS(=O)(=O)c1ccc(NC(=O)/C=C/c2cn(-c3ccccc3)nc2-c2cccc(Cl)c2)cc1	106	97	99	-0.2	112	0	97	105
COc1ccc(C2=NOC(C(=O)N3CCN(C(=O)c4ccco4)CC3)C2)cc1OC (stereo not drawn)	104	104	137	0.4	102	-6	98	96
Cc1ccc(C(=O)SC2=NCCS2)cc1	93	113	58*	0.2	79	1	92	96
CCOCC(=O)OCC(=O)NC12CC3CC(CC(C3)C1)C2	86	94	123	0.2	88	1	88	88
COc1ccc(Cn2ccnc2SCC(=O)NC2CCCCC2)cc1	96	93	83	0.3	92	0	94	94
Cc1cccc(C)c1OCc1cc(C(=O)N2CCNC(=O)C2)no1	102	90	99	-0.1	106	-1	107	102
CN1CCC(N(C)C(=O)c2cc(-c3ccc(F)cc3)nc3ccccc23)CC1	101	94	81	-0.2	113	-2	101	98
Cc1c(NC(=O)c2cnn3cccnc23)c(=O)n(-c2ccccc2)n1C	100	109	98	0.0	106	1	106	105
COc1cccc(-c2cc(=O)c3cc(NC(=O)c4ccc(N(C)C)cc4)ccc3[nH]2)c1	104	92	99	0.1	98	6	102	97
Cc1cc(N=Nc2ccc(Cl)cc2)cc(CN2CCOCC2)c1O	91	120	92	0.0	114	11	114	99
CC(C)(C)c1ccc(S(=O)(=O)Nc2ccc(C(=O)N3CCCC3)cc2)cc1	104	76	93	0.0	110	/	104	115
COc1ccc(CNC(=O)c2cc3c(=O)n4ccccc4nc3n(Cc3cccnc3)c2=N)cc1	106	111	157	0.9*	92	8	98	101
O=C(CCl)N1CCN2C(=O)c3ccccc3C12c1ccc(Cl)cc1 (stereo not drawn)	106	96	98	-0.1	91	1	103	106
O=C(Nc1ccc(C(=O)N2CCOCC2)cc1)c1cc(-c2cccnc2)nc2ccc(Cl)cc12	96	104	94	-0.1	99	5	101	102
COc1cccc(CC2(CO)CCCN(Cc3c(C)cc(C)cc3-n3cccn3)C2)c1 (stereo not drawn)	113	106	97	-0.1	107	-2	107	111
Cc1cc(NC(=O)Cn2nc(C(F)(F)F)c3c2CCC3)no1	100	98	106	0.1	100	5	101	98
Cc1cc(C)cc(C(=O)NC2CC(C)(C)NC(C)(C)C2)c1	107	84	100	-0.1	114	0	106	107
CCN(CC)CCCNC(=O)c1oc2ccc3c(c2c1C)C(O)CC(C)(C)O3 (stereo not drawn)	101	89	102	-0.2	102	/	98	99
O=C(CSc1nncc2ccccc12)Nc1ccc(C(=O)O)cc1	112	86	95	0.0	101	2	97	105
O=C1COc2ccc(S(=O)(=O)NCc3ccccc3)cc2N1	103	91	95	0.0	93	1	95	101
O=C(CCn1c(=O)[nH]c2ccccc2c1=O)N1CCN(c2cccc(C(F)(F)F)c2)CC1	96	102	103	0.0	100	1	104	99
CCN(CC)c1ccc(/C=N/Nc2ccccc2)c(O)c1	108	105	81	-0.3	107	9	99	103
Later entries:
SMILES	MEP2-GFP yeast	LAP4-GFP MLPCN	Yeast superoxide	Efflux pump mplx	CIT2 TOR yeast	AHR act	AGP1-GFP MLPCN	RPL19A TOR yeast
Cc1nnc(N/N=C/c2ccc(-c3ccccc3F)o2)n1N	103	98	92	-0.1	95	109*	98	105
O=C(N/N=C/c1ccncc1)c1ccc(COc2cccc3cccnc23)cc1	110	113	106	-0.1	114	9	115	119
CC(C)C(=O)N1CCC(CN=CC2=C(O)CC(C)(C)CC2=O)CC1	112	103	101	0.0	112	0	107	103
CC(C)OCCCNC(=O)C1CC(=O)N(CCc2ccc(F)cc2)C1 (stereo not drawn)	96	96	99	0.0	98	-4	101	98
COc1ccc(CNc2nc3c(c(=O)n(Cc4ccc(F)cc4)c(=O)n3C)n2C)cc1	104	84	93	0.0	111	-1	99	105
COc1ccc(NC(=O)c2ccc(-n3cncn3)c([N+](=O)[O-])c2)cc1	105	109	90	-0.1	99	-4	101	98
CCc1nc(C)ccc1OCC(=O)N1CCc2c([nH]c3ccccc23)C1c1ccccn1 (stereo not drawn)	99	85	120	0.4	92	9	91	97
O=C(C[C@@H]1C/C=C\C[C@@H](Cc2ccc(F)cc2)C(=O)OC[C@@H]2CCCN2C1=O)N[C@H](CO)Cc1ccccc1	88	85	107	-0.1	91	3	97	94
CC(C)CCNC(=O)c1ccc(OC2CCN(S(=O)(=O)N(C)C)CC2)cc1	63	94	113	0.0	107	0	85	99
COC(=O)COc1cc(=O)oc2ccc(NS(=O)(=O)c3ccccc3)cc12	113	87	113	0.8	98	2	94	107
CC(C)c1cccc(C(C)C)c1NC(=O)CN1C(=O)NC2(CCCCCCC2)C1=O	103	106	106	0.1	96	0	106	105
O=c1[nH]c(Cc2ccccc2Cl)nc2ccccc12	105	109	105	-0.1	107	3	103	99
Cc1c(C(=O)N2CCOCC2)sc(NC(=O)c2ccc([N+](=O)[O-])cc2)c1C#N	100	95	99	0.1	96	-3	100	105
CCc1nnc(NC(=O)c2ccc(COc3ccccc3)o2)s1	99	103	86	0.0	104	7	96	99
COc1ccc(S(=O)(=O)Nc2ccc(NC(C)=O)cc2)cc1	97	104	91	0.1	101	-3	106	105
NC(=O)C(=O)N/N=C/c1cccc(C(F)(F)F)c1	94	100	99	0.1	90	6	90	93
O=C(Cc1ccsc1)N1CCN(S(=O)(=O)c2ccccc2F)CC1	97	103	105	0.1	97	10	101	99
COc1ccc(O)c(C(=O)CC(=O)c2ccccc2C)c1	99	99	107	0.1	90	11	98	97
CC1=C(C(=O)Nc2ccccc2C(=O)NCCCOC(C)C)SCCO1	115	98	103	-0.1	97	3	94	100
COC(=O)C1=C(N)Oc2cc(C)n(CCCn3ccnc3)c(=O)c2C1c1ccc(Cl)cc1 (stereo not drawn)	95	90	90	-0.1	91	16	95	93
CCCCC(=O)Nc1nnc(-c2ccco2)o1	95	101	97	-0.2	95	1	101	93
CCOc1cc(C(=O)NC(=S)Nc2ccc(Cl)c(C(=O)O)c2)cc(OCC)c1OCC	101	102	101	0.1	101	1	106	100
Nc1ccccc1SSc1ccccc1N	96	141	86	-0.3	87	19	97	96
Cc1cc(C)n(CC(=O)N/N=C/c2ccco2)n1	101	106	96	-0.3	114	-1	98	99
O=C(CN1CCN(c2ccccn2)CC1)Nc1ccc(Oc2ccccc2)cc1	107	116	81	0.1	101	0	101	105
(next part)
SMILES	MEP2-GFP yeast	LAP4-GFP MLPCN	Yeast superoxide	Efflux pump mplx	CIT2 TOR yeast	AHR act	AGP1-GFP MLPCN	RPL19A TOR yeast
COC(=O)N/N=C/c1c(C)cc(C)cc1C	103	105	95	-0.4	114	31	113	110
CCOC(=O)N1CCN(C(=O)c2noc3c2COc2ccccc2-3)CC1	96	112	110	0.3	100	2	104	102
CCc1ccc[n+](-c2[nH]c(=O)sc2/C=N/N=C(\N)[O-])c1	108	113	99	0.1	103	2	114	102
COc1ccccc1C(=O)N/C(=C/c1ccc(Br)cc1)C(=O)NCC(=O)O	100	94	88	-0.2	102	3	100	96
COC(=O)c1ccccc1NC(=S)NC(=O)COc1ccccc1	111	104	80	-0.2	107	2	104	103
CC1(C)CC(=O)C(CCC(=O)c2ccccc2)C(C)(C)N1 (stereo not drawn)	97	107	100	0.1	98	-1	100	99
COCCN(C(=S)Nc1ccccc1C)C(C)c1cccnc1 (stereo not drawn)	92	86	89	2.2	95	0	95	99
CC(C)(C)S(=O)(=O)c1cnc(N2CCCC2)nc1N	108	136	109	0.0	112	1	116	104
COc1ccc(CCN(C(=O)C(F)(F)F)C(C(=O)NC2CCCC2)c2cccs2)cc1 (stereo not drawn)	93	95	109	-0.1	93	1	94	95
CCOC(=O)C(Cc1ccc(NC(=O)/C(=C/c2ccccc2)NC(=O)c2ccccc2)cc1)N1C(=O)c2ccccc2C1=O (stereo not drawn)	102	92	107	-0.2	94	2	102	99
COc1cccc(NC(=O)c2sc(NC(=O)c3ccncc3)nc2C)c1	95	89	106	0.0	90	2	99	96
C=CCn1cccc(C(=O)Nc2cc(OC)cc(OC)c2)c1=O	97	95	92	-0.2	98	32	94	94
CCn1c(SCC(=O)N2CCCCC2C)nnc1-c1ccco1 (stereo not drawn)	101	84	100	0.1	110	-1	90	93
COc1cc(/C=N/N2CCN(Cc3ccc(Cl)cc3)CC2)ccc1OC(C)=O	100	77	94	0.2	107	-5	96	105
Cc1nnsc1-c1nnc(SCC(=O)c2ccc(C#N)cc2)n1C1CC1	102	102	92	0.6*	87	-1	94	98
CCOC(=O)c1cccnc1SCC(=O)Nc1ccc(C)cc1	97	97	105	-0.1	96	2	97	96
O=C(C[C@@H]1C/C=C\C[C@@H](NC(=O)OCC2c3ccccc3-c3ccccc32)C(=O)OCCNC1=O)N[C@@H](CO)Cc1ccccc1	90	83	97	-0.1	94	-1	89	89
Cc1ccc(S(=O)(=O)/N=C(/Nc2ccc(F)cc2F)c2ccc(F)cc2)cc1	110	94	105	0.0	100	1	90	99

Given with values under each structure: part of the list above.
Sequence of screens – MEP2-GFP yeast, LAP4-GFP MLPCN, Yeast superoxide, Efflux pump mplx, CIT2 TOR yeast, AHR act, AGP1-GFP MLPCN, RPL19A TOR yeast
> CCc1ccc[n+](-c2[nH]c(=O)sc2/C=N/N=C(\N)[O-])c1
→ 108, 113, 99, 0.1, 103, 2, 114, 102
> COc1ccccc1C(=O)N/C(=C/c1ccc(Br)cc1)C(=O)NCC(=O)O
→ 100, 94, 88, -0.2, 102, 3, 100, 96
> COC(=O)c1ccccc1NC(=S)NC(=O)COc1ccccc1
→ 111, 104, 80, -0.2, 107, 2, 104, 103
> CC1(C)CC(=O)C(CCC(=O)c2ccccc2)C(C)(C)N1 (stereo not drawn)
→ 97, 107, 100, 0.1, 98, -1, 100, 99
> COCCN(C(=S)Nc1ccccc1C)C(C)c1cccnc1 (stereo not drawn)
→ 92, 86, 89, 2.2, 95, 0, 95, 99
> CC(C)(C)S(=O)(=O)c1cnc(N2CCCC2)nc1N
→ 108, 136, 109, 0.0, 112, 1, 116, 104
> COc1ccc(CCN(C(=O)C(F)(F)F)C(C(=O)NC2CCCC2)c2cccs2)cc1 (stereo not drawn)
→ 93, 95, 109, -0.1, 93, 1, 94, 95
> CCOC(=O)C(Cc1ccc(NC(=O)/C(=C/c2ccccc2)NC(=O)c2ccccc2)cc1)N1C(=O)c2ccccc2C1=O (stereo not drawn)
→ 102, 92, 107, -0.2, 94, 2, 102, 99
> COc1cccc(NC(=O)c2sc(NC(=O)c3ccncc3)nc2C)c1
→ 95, 89, 106, 0.0, 90, 2, 99, 96
> C=CCn1cccc(C(=O)Nc2cc(OC)cc(OC)c2)c1=O
→ 97, 95, 92, -0.2, 98, 32, 94, 94
> CCn1c(SCC(=O)N2CCCCC2C)nnc1-c1ccco1 (stereo not drawn)
→ 101, 84, 100, 0.1, 110, -1, 90, 93
> COc1cc(/C=N/N2CCN(Cc3ccc(Cl)cc3)CC2)ccc1OC(C)=O
→ 100, 77, 94, 0.2, 107, -5, 96, 105
> Cc1nnsc1-c1nnc(SCC(=O)c2ccc(C#N)cc2)n1C1CC1
→ 102, 102, 92, 0.6*, 87, -1, 94, 98
> CCOC(=O)c1cccnc1SCC(=O)Nc1ccc(C)cc1
→ 97, 97, 105, -0.1, 96, 2, 97, 96
> O=C(C[C@@H]1C/C=C\C[C@@H](NC(=O)OCC2c3ccccc3-c3ccccc32)C(=O)OCCNC1=O)N[C@@H](CO)Cc1ccccc1
→ 90, 83, 97, -0.1, 94, -1, 89, 89
> Cc1ccc(S(=O)(=O)/N=C(/Nc2ccc(F)cc2F)c2ccc(F)cc2)cc1
→ 110, 94, 105, 0.0, 100, 1, 90, 99
